Screening data deposited in PubChem BioAssay by NCI.
All columns: NCI-60 one-dose screen, growth in % after 48 h at 10 µM unless noted; 100 = growth as untreated, 0 = no growth, -100 = all killed.
MOLT-4 = MOLT-4 leukemia cells; hit rate 6.9% among 80,000
RPMI-8226 = RPMI-8226 leukemia cells; hit rate 7.5% among 77,000; AID 1794781
EKVX = EKVX NSCLC. AID 1794765. hit rate 3% among 71,000
A549/ATCC = A549/ATCC NSCLC; hit rate 3.7% among 81,000
SR = SR leukemia cells; hit rate 8.7% among 73,000; AID 1794780
HOP-62 = HOP-62 NSCLC; hit rate 3.9% among 80,000
CCRF-CEM = CCRF-CEM leukemia; hit rate 7% among 77,000; AID 1794778
Starred values were filed as active, the others as inactive; x = no result given. The calls were made as follows: active = growth percent below 10; inactive = the rest. An excerpt; the hit share may differ from the screen's.

1	Nc1ccccc1SC(CC(=O)c1ccccc1)c1c(Cl)cccc1Cl (configuration not stated)
2	NC(N)=NC(N)=Nc1cc(C(F)(F)F)ccc1Cl
3	O=C1c2ccccc2C(=O)N1CNc1ccc(Br)c(Cl)c1
4	Cc1c(C(N)=O)sc2c1c(=O)n(Cc1ccccc1)c1nnc(S(=O)(=O)Cc3ccccc3)n21
5	Cc1nn(-c2ccccc2)c2nc(Cl)c(/C=C/C(=O)c3ccc(Cl)cc3)c(-c3ccccc3)c12
6	COC(=O)[C@]1(C)N[C@H](c2cn(-c3ccccc3)nc2-c2ccccc2)[C@@H]2C(=O)N(c3ccc(Cl)cc3)C(=O)[C@@H]21
7	COC(=O)[C@]1(C)N[C@H](c2cn(-c3ccccc3)nc2C)[C@@H]2C(=O)N(c3ccc(C)cc3)C(=O)[C@@H]21
8	Cc1nn(-c2ccc(Br)cc2)c2nc3c(nc12)c(=O)[nH]c1ccccc13
9	Cc1c(C(N)=O)sc2c1c(=O)n(Cc1ccccc1)c1nnc(SCc3ccccc3)n21
10	COC(=O)[C@]1(C(C)C)N[C@H](c2cn(-c3ccccc3)nc2C)[C@@H]2C(=O)N(c3ccc(C)cc3)C(=O)[C@@H]21
screen / no.	1	2	3	4	5	6	7	8	9	10
EKVX	x	x	x	99	105	107	111	99	94	100
SR	x	x	x	x	x	x	x	x	x	x
CCRF-CEM	x	x	x	x	x	x	x	x	x	x
MOLT-4	17	88	97	x	x	x	x	x	x	x
A549/ATCC	x	x	x	99	105	103	107	101	83	100
HOP-62	73	104	96	88	102	96	104	90	129	96
RPMI-8226	x	x	x	x	x	x	x	x	x	x

11	O=C1Cc2cc(CCn3ccnc3)c(Cl)cc2N1
12	Cc1ccccc1-n1c(C)nc2cc(N3C(=O)CSC3c3ccccc3Cl)ccc2c1=O (configuration not stated)
13	COC(=O)[C@]1(CCSC)N[C@H](c2cn(-c3ccccc3)nc2-c2ccccc2)[C@@H]2C(=O)N(c3ccc(Cl)cc3)C(=O)[C@@H]21
14	O=c1[nH]c(-c2cccnc2)nc2sc3c(c12)CCCCCC3
15	CC(=O)Nc1cccc(N)c1
16	N#CCn1c(C(F)(F)F)nc2nc(Cl)c(Cl)nc21
17	Cc1ccc(S(=O)(=O)N/N=C/c2cccs2)cc1
18	CCCCCCCCCCCCCCCCCC(=O)Nc1ccc(O)cc1
19	Cc1ccc(S(=O)(=O)N/N=C2/C(=O)C3CCC2C3)cc1 (configuration not stated)
20	CCC(=O)c1ccc2c(c1)N(C(C)CN(C)C)c1ccccc1S2 (configuration not stated)
screen / no.	11	12	13	14	15	16	17	18	19	20
EKVX	27	104	115	x	x	x	x	x	x	x
SR	x	x	x	84	x	x	x	x	x	x
CCRF-CEM	x	x	x	x	x	x	x	x	x	x
MOLT-4	x	x	x	x	102	100	94	27	97	73
A549/ATCC	67	88	93	75	x	x	x	x	x	x
HOP-62	67	96	102	99	100	108	106	91	110	99
RPMI-8226	x	x	x	x	94	97	113	78	107	85

21	Clc1ccccc1C1OC1c1ccccc1Cl (configuration not stated)
22	CC[N+]([O-])(CC)CCNc1ccc(CO)c2sc3ccccc3c(=O)c12
23	CC[P+](CC)(CC)c1ccccc1
24	CCC(O)(CC(=O)O)c1ccccc1 (configuration not stated)
25	Cc1ccc2cccc(OC(=O)Nc3cccc(C(F)(F)F)c3)c2n1
26	CSc1nc(C)c(C(=O)CCN2CCN(c3ccccn3)CC2)s1
27	CNC(=O)c1ccccc1C
screen / no.	21	22	23	24	25	26	27
EKVX	x	x	x	x	x	x	105
SR	x	x	x	x	37	94	x
CCRF-CEM	x	x	x	x	x	x	112
MOLT-4	99	102	104	100	40	x	x
A549/ATCC	x	x	x	x	43	102	x
HOP-62	98	99	102	107	x	x	x
RPMI-8226	94	90	99	105	x	80	128

Reprinted: entries 22 to 23
22	CC[N+]([O-])(CC)CCNc1ccc(CO)c2sc3ccccc3c(=O)c12
23	CC[P+](CC)(CC)c1ccccc1
screen / no.	22	23
EKVX	x	x
SR	x	x
CCRF-CEM	x	x
MOLT-4	102	104
A549/ATCC	x	x
HOP-62	99	102
RPMI-8226	90	99

Entries from the list above with an NH in an aromatic ring (2):
8	Cc1nn(-c2ccc(Br)cc2)c2nc3c(nc12)c(=O)[nH]c1ccccc13
14	O=c1[nH]c(-c2cccnc2)nc2sc3c(c12)CCCCCC3
screen / no.	8	14
EKVX	99	x
SR	x	84
CCRF-CEM	x	x
MOLT-4	x	x
A549/ATCC	101	75
HOP-62	90	99
RPMI-8226	x	x

Entries of single compounds, quoted from the list:
CNC(=O)c1ccccc1C is entered as EKVX: 105; SR: x; CCRF-CEM: 112; MOLT-4: x; A549/ATCC: x; HOP-62: x; RPMI-8226: 128
Clc1ccccc1C1OC1c1ccccc1Cl (configuration not stated) is entered as EKVX: x; SR: x; CCRF-CEM: x; MOLT-4: 99; A549/ATCC: x; HOP-62: 98; RPMI-8226: 94
